Screens as filed in PubChem BioAssay.
IMPase Li inh – cell-permeable IMPase inhibitors with lithium potentiation | CHO-M1 cells, IP1 TR-FRET (IP-One), carbachol + lithium | Potency, µM (highest dose often 59.4 µM), without a hit: top-dose activity, negative = IMPase inhibition, usual class: inhibitors | 210,000 tested, 0.35% active;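 also: IP1 builds up when IMPase is blocked and the TR-FRET signal falls; plate controls were basal vehicle for no effect and high inhibitor control for full effect; nearly all actives have a fitted effect of over 50% in size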
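Steps: plate 2000 CHO-M1 cells per well and culture 16–30 h; add compound and lithium; incubate 30 min, 37C; add d2-IP1 tracer and Eu cryptate anti-IP1 antibody in lysis buffer; read after 10 min at room temperature.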
GAA inh – inhibitors of human lysosomal alpha-glucosidase; 200,000 tested, 0.005% active; P10253; AID 1466; purified human GAA, 4-MU-alpha-glucoside fluorescence; Potency, µM (top dose mostly 76.9 µM), for the others: at the highest dose activity change, negative = inhibition, usual class: inhibitors;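 also: plate controls were uninhibited enzyme wells for no effect and no-enzyme background for full effect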
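Enzyme (4 nM final) mixed with compound (up to 77 uM), then 4-MU-alpha-D-pyranoside (400 uM final) added; 20 min at room temperature, pH 5.0. Reaction stopped at pH 10, fluorescence read, AC50 derived by Hill fit.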
HTT ATP protect – cytoprotection in Huntington HTT-Q103 PC12 cell model | PC12 HTT-Q103 induced, cytoprotection, ATP luminescence, 40 h | Potency, µM (top dose mostly 56.4 µM), without a hit: cytoprotection (ATP increase), usual class: activators | AID 1471 | 230,000 tested, 0.14% active;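 also: % of control where 0% means no effect; nearly all actives have a fitted effect of over 45% in size; toxic huntingtin expression switched on by the ecdysone agonist tebufenozide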
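Rat PC12, Q103 Htt exon1-GFP fusion, ecdysone promoter; tebufenozide inducer 100 nM final; compound titration; qHTS, 1500 cells/well; ATPlite luminescent read.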
GAA glycogen mod – inhibitors or activators of human alpha-glucosidase glycogen cleavage | 300,000 tested, 0.38% active | recombinant GAA, glycogen substrate, Amplex Red glucose oxidase fluorescence | P10253 | Potency, µM (series often up to 76.4 µM), inactives show at the top dose activity change, negative = inhibition, actives largely listed as inhibitors | AID 2100;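 also: 0% = full enzyme reaction and -100% = no-enzyme basal signal; the screen sought inhibitors and activators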
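Recombinant human enzyme (4 nM); glycogen substrate; 37 C, 40 min, pH 5.0. Readout: coupled glucose oxidase/Amplex Red fluorescence.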
aGlu spleen mod – inhibits or activates alpha-glucosidase in human spleen homogenate; human spleen homogenate, 4-MU-alpha-glucoside fluorescence; Potency, µM (doses to about 79.9 µM), without a hit: at the top dose activity change, negative = inhibition, usual class: inhibitors; 240,000 tested, 0.006% active;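 also: 0% = enzyme with vehicle and -100% = no enzyme basal signal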
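Compounds were titrated against alpha-glucosidase in spleen homogenate at pH 5.0, with 1 mM 4-methylumbelliferyl substrate for 40 min at 37 C. Reactions were quenched with pH 10 NaOH/glycine and fluorescence measured.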
GoLoco inh red – inhibitors of human Gai1-RGS12 GoLoco interaction (red fluorophore); Gai1:RGS12 GoLoco peptide FP, rhodamine, 10 min; Potency, µM (series often up to 61.6 µM), for inactives: at the highest dose activity, negative = inhibition, actives largely listed as inhibitors; 230,000 tested, 0.44% active; active = well fitted inhibition curve with a large enough effect, not every such curve was filed as active; inactive = no such curve, though single readings can be large or run the other way; also: % is scaled to controls: 0 for no effect and ±100 for the full control effect; nearly all actives have a fitted effect of over 30% in size; many of its hits are not listed in these tables
Target sequence (P63096 whole entry, looked up): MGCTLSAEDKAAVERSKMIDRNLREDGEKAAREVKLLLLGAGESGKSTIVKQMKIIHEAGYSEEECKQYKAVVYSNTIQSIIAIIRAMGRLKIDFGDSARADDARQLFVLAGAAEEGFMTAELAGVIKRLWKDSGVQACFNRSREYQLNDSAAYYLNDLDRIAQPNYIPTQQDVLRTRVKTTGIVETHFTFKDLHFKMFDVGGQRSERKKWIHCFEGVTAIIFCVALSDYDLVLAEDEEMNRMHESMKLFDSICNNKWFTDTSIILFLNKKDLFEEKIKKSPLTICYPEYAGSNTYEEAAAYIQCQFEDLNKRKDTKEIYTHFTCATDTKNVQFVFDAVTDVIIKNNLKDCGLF
HttQ103 aggreg – mutant huntingtin aggregation inhibition; AID 1688; 220,000 tested, 1.1% active; Potency, µM (highest dose often 46.1 µM), without a hit: at the top dose activity change, negative = inhibition, usual class: inhibitors; PC12 HttQ103-GFP aggregates, Acumen cytometry, 40 h; also: % is scaled to controls: 0 for no effect and ±100 for the full control effect; nearly all actives have a fitted effect of over 60% in size
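Inducible Q103 Huntingtin exon 1–GFP PC12 line, 1500 cells/well in phenol red free DMEM with 5% equine and 5% calf serum. Tebufenozide 100 nM induced expression; compounds titrated; aggregates quantified by cytometry.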
The depositor's hits bear a star; ? = inconclusive; nt = not tested or not shown; & = joins results of further samples; [ ] = another dose, or the depositor's remark. Unless noted, calls follow the shape of the dose curve; as a rule, active = well fitted curve in the direction sought with a large enough effect; inconclusive = small, poorly fitted or top-dose-only effect, or another doubt; inactive = no such curve, though single readings can be large; an effect the other way counts as inactive or inconclusive. Potency is read from the fitted curve at half-maximal effect. A portion of the library; the hit share may differ from the screen's.

SMILES	IMPase Li inh	GAA inh	HTT ATP protect	GAA glycogen mod	aGlu spleen mod	GoLoco inh red	HttQ103 aggreg
CCNC(=S)N1CCN(S(=O)(=O)c2ccccc2C(F)(F)F)CC1	3%	0%	-11%	1%	-10%	2%	-11%
C=CCn1c(-c2ccc(=O)n(Cc3ccccc3)c2)n[nH]c1=S	10%	9%	-47%	12%	-1%	-4%	3%[9.22 µM]
Cc1ccc(/C=C2\SC(=S)N(CCCC(=O)Nc3ccccn3)C2=O)cc1	0%[38.3 µM]	-3%	-12%	14%	-5%	-1%	-7%
Cc1cc(C)c(C(N)=O)c(NC(=O)Nc2ccccc2Cl)n1	-3%[38.3 µM]	-1%	25%	9%	1%	-4%	?
CCCCC(=O)Nc1cccc(-c2cn3ccsc3n2)c1	3%[38.3 µM]	-6%	-38%	0%	3%	12%	22%
COC(=O)c1c(NS(=O)(=O)c2ccc3ccccc3c2)sc2c1CCCC2	20%[38.3 µM]	-7%	1%[10 µM]	-2%	-1%	5%	-31%
COc1ccccc1NC(=S)N1CCOCC1	3%	-6%	17%[10 µM]	2%	3%	5%	24%
CC[C@@H](C)[C@H](NC(=O)OCc1ccccc1)c1nnc([C@@H](NC(=O)OCc2ccccc2)[C@@H](C)CC)o1	nt	nt	0%[10 µM]	1%	0%	4%	7%[9.22 µM]
COc1cc(OC)c2nc(C)c3c(c2c1)N(c1ccc(O)cc1)CC3	16%[38.3 µM]	?	-5%	-13%	-5%	-5%	5%
COC(=O)c1sc(=S)n(-c2cccc(Cl)c2)c1N	2%[38.3 µM]	4%	-1%[0.074 µM]	5%	-9%	-4%	7%
CN(CP(=O)(O)CN(C)S(C)(=O)=O)S(C)(=O)=O	7%[38.3 µM]	-5%	-6%	5%	-7%	-14%	6%
COc1ccc(Cc2nnc(NC(=O)Cc3cccs3)s2)cc1	-7%[38.3 µM]	-8%	-1%[10 µM]	?	-4%	101%[activator]	11%
CC1=CCC(C(=O)O)(C(=O)N/N=C/c2cccs2)C(c2ccc([N+](=O)[O-])cc2)C1 (centres undefined)	13%[38.3 µM]	-1%	2%	-7%	-7%	3%	4%
COc1ccccc1NC(=O)Nc1ccc(F)c(F)c1	-3%	-3%	-25%	1%	-3%	-4%	7%
COc1ccccc1CNCCCCCCNCCCCCCCCNCCCCCCNCc1ccccc1OC	11%&25%	nt	-31%[inhibitor]	nt	3%&-2%	-3%&0%	nt
COc1ccc(OCCCN2CCCCCC2)cc1	48%[activator][38.3 µM]	-6%	-7%	-3%	5%	0%	-18%
CCCCSc1nnc2c(n1)OC(C(=O)c1ccccc1)Nc1ccccc1-2 (centres undefined)	28%[38.3 µM]	3%	-34%	-9%	-15%	8%	4%
COc1ccc(CC(=O)NNC(=O)Cc2ccc(OC)cc2)cc1	-14%	-5%	-21%	-5%	-2%	-6%	?
CC(C)(C)NC[C@H](O)COc1cccc2[nH]c(=O)[nH]c12	7%	nt	-49%&-1%[inhibitor][1.9 µM]	nt	-8%	3%	nt
Cc1noc(C)c1COc1cccc(C(=O)OCC(=O)NCCN2C(=O)CSC2=O)c1	2%	4%	-4%	0%	-2%	2%	9%
O=c1[nH]c(-c2ccc(F)cc2)nc2c1sc(=S)n2-c1ccccc1	3%	4%	-12%[10 µM]	6%	-1%	5%	?
CN(C)/N=C/C=C1\CCC/C(=C\c2ccc(F)c(F)c2)C1=O	19%	-2%	-30%	10%	14%	31%[activator]	20%
Cc1ccc2c(c1)NC(=O)C(CC(=O)NC1CCCCC1C)O2 (centres undefined)	5%	-1%	5%[10 µM]	2%	0%	-3%	14%
CCOC(=O)C1(Cc2ccccc2C)CCCN(C(=O)c2ccnn2C)C1 (centres undefined)	4%	nt	3%[10 µM]	-1%	-2%	-1%	16%[9.22 µM]
COc1ccccc1C1CC(c2cccs2)=Nc2ccccc2S1 (centres undefined)	44%[38.3 µM]	-3%	2%	-12%	-11%	122%	8%
CCn1c(SCC(=O)NC(=O)Nc2ccc3c(c2)OCCO3)nnc1-c1cccs1	-4%[38.3 µM]	?	-22%[0.074 µM]	5%	-5%	-5%	7%
Cc1ccc(-c2ccc(=O)n(CCC(=O)NCCN3CCCCC3C)n2)cc1 (centres undefined)	22%[38.3 µM]	-2%	-15%	2%	-7%	11%	?
NC(=S)N/N=C/c1cccc(O)c1O	15%	?	nt	?	-2%	11%	nt
O=C(NCc1cccnc1)C1CCC(c2ccc(Cl)cc2)CC1 (centres undefined)	nt	nt	16%[10 µM]	4%	1%	10%	5%[9.22 µM]
CCN(CC)C(=O)Cn1cc(/C=C(\C#N)C(=O)N2CCN(c3ccccc3)CC2)c2ccccc21	12%[38.3 µM]	1%	-12%	-8%	-14%	1%	-9%
O=C(NNC(=O)c1ccc(Oc2ccc(C3SCCS3)cc2)o1)c1ccc(Cl)cc1	nt	nt	13%[10 µM]	3%	-15%	2%	-5%[9.22 µM]
COc1ccc(C(=O)NCc2cc(C)nc3ccccc23)cc1	-9%	8%	-8%	-11%	14%	28%	-13%[9.22 µM]
Cc1cccc(NC(=O)c2cc3c(n(-c4ccccc4)c2=O)CCCC3=O)n1	19%[38.3 µM]	-2%	-7%[0.074 µM]	-3%	3%	16%	16%
Cn1c(=O)c(-c2cccc(F)c2)nc2cncnc21	4%	nt	-49%[inhibitor]	nt	-5%	7%	nt
CSc1nc(N)cc(=O)[nH]1	nt	nt	-13%[10 µM]	-2%	3%	5%	-8%[9.22 µM]
CCOP(=O)(c1ccc(N(C)C)cc1)C(O)c1ccncc1 (centres undefined)	nt	nt	-5%[10 µM]	23%	-3%	-9%	8%[9.22 µM]
COc1ccc(NC(=O)N2CCCC3(CCN(C(=O)c4cc(C(F)(F)F)cc(C(F)(F)F)c4)CC3)C2)cc1	-21%	nt	-11%	nt	-12%	4%	nt
Cc1cccc(N/C(N)=N/c2nc(C)cc(C)n2)c1	8%[38.3 µM]	3%	-2%	0%	-5%	6%	-19%
CCOC(=O)c1ccccc1NC(=O)COC	3%[38.3 µM]	-8%	2%	1%	-2%	9%	-17%
COc1ccc(-n2c(=O)cnc3cnc(N(C)C)nc32)cc1	?	nt	11%	nt	-1%	7%	nt
COc1ccc(CCNc2c([N+](=O)[O-])ncn2C)cc1OC	nt	nt	11%[10 µM]	3%	-1%	5%	16%[9.22 µM]
O=[N+]([O-])c1ccc(Cl)c(/C=N/n2c(-c3cccnc3)n[nH]c2=S)c1	-5%	1%	-10%[1.9 µM]	12%	-4%	-3%	3%
Cc1cccc(NC(=O)c2c(C)nn(-c3ccccc3)c2Cl)c1	5%	6%	-20%[10 µM]	8%	6%	-2%	-7%[9.22 µM]
O=C(CN1C(=O)NC(Cc2ccccc2)(Cc2ccccc2)C1=O)NCC1CCCCC1	21%[38.3 µM]	1%	17%	-2%	1%	-2%	-10%
CCOC(=O)NN1C(=O)c2ccccc2NC1c1cccc(O)c1 (centres undefined)	-1%	-1%	5%[10 µM]	13%	-4%	-7%	-9%
COC(=O)c1ccccc1NC(=O)c1cccc(NC(=O)CSCc2ccccc2)c1C	-10%	5%	8%[10 µM]	1%	4%	3%	-12%
CCOc1cc(NC(=S)NCCOC)c(OCC)cc1NC(=O)c1ccco1	7%	?	nt	-2%	-13%	16%	nt
CC(=O)c1c(C)[nH]c(C(=O)N2CCN(C(=O)c3ccco3)CC2)c1C	6%	-11%	-14%[10 µM]	9%	-5%	10%	4%
Clc1ccc(Sc2cnc3ccccc3n2)cc1	?	-4%	-8%	-1%	-9%	3%	-24%
CSCc1cc(N(C)C)nc(SCc2ccc(Cl)cc2Cl)n1	22%[38.3 µM]	-2%	-4%	-7%	5%	15%	-27%
CCN1C(=O)N/C(=C/c2ccc(C)o2)C1=O	4%	-7%	-23%[10 µM]	-15%	13%	-12%	?
O=C(O)c1ccccc1CSc1ccccn1	-4%	-4%	-23%	-12%	nt	8%	-18%
NC(=O)C1CCN(Cc2nc(-c3ccccc3)no2)CC1	nt	-13%	-17%	11%	6%	nt	11%
O=C(COc1ccc(/C=N/NC(=O)CSCc2ccc([N+](=O)[O-])cc2)cc1)NCc1ccco1	9%	2%	-3%[10 µM]	-7%	-2%	24%	-2%
CC(=O)Nc1ccc(-c2csc(Nc3ccc(Cl)cn3)n2)cc1	9%	-7%	-49%[inhibitor]	6%	-1%	3%	-4%
CCCCOc1ccc2ccccc2c1C=O	7%[38.3 µM]	?	5%	4%	4%	9%	13%
Cc1cc(C(=O)C(=O)N(C)C)c(C)n1-c1ccc(Cl)c(Cl)c1	2%	0%	-11%	4%	nt	1%	-30%
CC(NCC(O)COC1CCC(C(C)(C)C)CC1)c1ccccc1 (centres undefined)	-14%	-7%	-49%[inhibitor]	5%	3%	3%	11%
COc1ccccc1C(=O)NCC(=O)OCc1csc(-c2ccccc2)n1	-3%	1%	-5%[1.9 µM]	-5%	-4%	0%	-18%
CC(=O)c1ccc2c3c(cccc13)C(=O)N(CCc1ccccc1)C2=O	13%	2%	-10%[10 µM]	-3%	-17%	19%	-11%[9.22 µM]
COc1ccc(N(CC(=O)Nc2cc(C)on2)S(=O)(=O)c2cc(C)ccc2C)cc1	4%[38.3 µM]	-5%	-13%[0.074 µM]	-1%	-4%	-1%	-8%
O=C(CSc1nnc(Nc2ccccc2F)s1)c1cc2ccccc2o1	7%	-4%	-3%[10 µM]	?	-6%	52%[activator]	-6%

An excerpt from above in order of number of heavy atoms, ascending:
SMILES	IMPase Li inh	GAA inh	HTT ATP protect	GAA glycogen mod	aGlu spleen mod	GoLoco inh red	HttQ103 aggreg
CCN1C(=O)N/C(=C/c2ccc(C)o2)C1=O	4%	-7%	-23%[10 µM]	-15%	13%	-12%	?
O=C(O)c1ccccc1CSc1ccccn1	-4%	-4%	-23%	-12%	nt	8%	-18%
Clc1ccc(Sc2cnc3ccccc3n2)cc1	?	-4%	-8%	-1%	-9%	3%	-24%
CC(NCC(O)COC1CCC(C(C)(C)C)CC1)c1ccccc1 (centres undefined)	-14%	-7%	-49%[inhibitor]	5%	3%	3%	11%
O=C(CSc1nnc(Nc2ccccc2F)s1)c1cc2ccccc2o1	7%	-4%	-3%[10 µM]	?	-6%	52%[activator]	-6%
COC(=O)c1ccccc1NC(=O)c1cccc(NC(=O)CSCc2ccccc2)c1C	-10%	5%	8%[10 µM]	1%	4%	3%	-12%
